Compound activity as filed in PubChem BioAssay.
Peg3 imprint = inducers of genomic imprint erasure in mouse ES cells. mouse ES Peg3-LacZ reporter, beta-gal luminescence, 40 h. Potency, µM (highest dose often 60.7 µM), without a hit: at the highest dose activity change, positive = activation, hits mostly activators. 0.02% of 110,000 active. AID 1948;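 further: 0% = negative control wells on the plate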
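Gelatin-coated wells received 300 freshly trypsinized female ES cells with a Peg3LacZ-Neo reporter on the maternal allele, then incubated 40 hours at 37C. BetaGlo was added for 5 minutes at room temperature before a single luminescence read.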
p53ts 39C kill = cytotoxicity in p53ts cells at nonpermissive temperature. H1299-p53A138V viability at 39C, ATP luminescence, 24 h. 1.5% of 130,000 active. Potency, µM (doses to about 46.1 µM), without a hit: at the highest dose activity change, negative = cell killing, hits mostly cytotoxic; further: nearly all actives have a fitted effect of over 55% in size
IkB signaling = suppresses IkB signaling in ABC-DLBCL reporter cells. ABC-DLBCL IkBa-CBG/CBR dual luciferase ratio, 4 h; response scale: scaled: untreated 0%, proteasome inhibitor 100%. Potency, µM (highest dose often 57.1 µM), for the others: at the top dose IkBa stabilization activation. 0.04% of 110,000 active. AID 445; active means well fitted curve in the direction sought with a large enough effect in the signal ratio, not every such curve was filed as active; inconclusive means small, poorly fitted or top-dose-only effect, or a change in a side signal; the % refers to the signal ratio;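 further: the direction sought is a rising ratio; 0% = basal untreated cells and 100% = reference inhibitor full response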
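In this assay, an IκBα–CBG68 fusion accumulates when IKK-driven degradation is blocked; native CBR normalizes for cell number. OCI-Ly3 cells were treated 4 h with compound and doxycycline, then green and red light read after Chroma-Glo addition.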
p53ts 32C kill = cytotoxicity in p53ts cells at permissive temperature | H1299-p53A138V at 32C, ATP luminescence viability, 24 h | Potency, µM (titrated, usually from 46.1 µM), for inactives: at the top dose activity change, negative = cytotoxicity, most hits filed as cytotoxic | 0.93% of 130,000 active | AID 924;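 further: 0% = DMSO and -100% = full killing by reference compound; nearly all actives have a fitted effect of over 55% in size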
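H1299-p53 A138V cells (temperature-sensitive p53) exposed 24 h to up to 46 uM compound at 32C, where p53 is wild-type in conformation. Viability read as ATP luminescence and normalised to DMSO and 100 uM tamoxifen. AC50 fitted with the Hill equation.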
* marks the source's active call; other numbers are inactive results; ? = inconclusive; . = no result given; & = joins results of further samples; [ ] = remark or other dose. Unless noted, the call rests on the fitted dose curve; in most records, active means well fitted curve in the direction sought with a large enough effect; inconclusive means small, poorly fitted or top-dose-only effect, or another doubt; inactive means no such curve, though single readings can be large; an effect the other way counts as inactive or inconclusive. Unless noted, on the % scale 0 is the no-effect control and ±100 the full control effect; potency means the concentration at half of the fitted maximal effect.

[1] Cc1cccc(NC(=O)CCN2CC(C)OC(C)C2)c1 (stereo unspecified)
[2] CCC1=C2CC[C@H]3C(=O)NC(=O)[C@H]3[C@H]2[C@@]2(Cc3ccccc3)C(=NCC(=O)OC)OC(=O)N2C1=O
[3] C[C@@H](C(=O)Nc1ccc2ccccc2c1)[C@H]1C[C@]1(C)[C@H](NC(=O)Oc1ccc(F)cc1)c1ccccc1
[4] CCOC(=O)c1ccc(Nc2cc(C)nc(-c3ccccc3O)n2)cc1
[5] CCC1=C(OC(=O)N(CC)CC)N2C(=O)OC(=NCC(=O)OC)[C@]2(Cc2ccccc2)[C@H]2C1=CC[C@H]1C(=O)N(CC(=O)OC)C(=O)[C@H]12
[6] COc1ccc(NC(=O)CCS(=O)(=O)c2ccc(OC)cc2)cc1
[7] CN1CCc2cccc3c2C1Cc1ccc(O)c(O)c1-3 (stereo unspecified)
[8] CCOc1ccc(C2Nc3cccc4cccc(c34)N2)cc1OC
assay / compound	1	2	3	4	5	6	7	8
p53ts 39C kill	3%	-6%	-16%	-5%	-4%	-10%	?	-6%
IkB signaling	-0.2%	.	.	.	.	0.4%	.	.
p53ts 32C kill	-5%	3%	0%	-1%	19%	10%	-7%	-1%
Peg3 imprint	-4%	-3%	-6%	.	-8%	-19%	-45%&-39%[inhibitor]	.

[9] O=C(O)C1=C/C(=C(/c2ccccc2)c2cc(C(=O)O)c(O)c3ccccc23)c2ccccc2C1=O
[10] COC(=O)C(O)(CC(=O)Nc1cc(Cl)ccc1Cl)C(F)(F)F (stereo unspecified)
[11] CCC(=O)N1c2ccc(S(=O)(=O)N3CCN(c4ccccc4)CC3)cc2CC1C (stereo unspecified)
[12] CCOc1ccc(CCNC(=O)c2ccc(CS(=O)Cc3cccc(Cl)c3)o2)cc1 (stereo unspecified)
[13] Cc1ccc(-n2c3c(cc(C(=O)NC4CCSC4=O)c2=O)C(=O)CCC3)cc1 (stereo unspecified)
[14] O=C(Oc1c(Cl)cc(Cl)c2cccnc12)c1cccs1
[15] CCOC(=O)CNC(=O)c1c(C)nn(-c2ccccc2)c1Cl
[16] CC1CCC(C(=O)O)NC1c1ccc(-c2ccco2)cc1 (stereo unspecified)
assay / compound	9	10	11	12	13	14	15	16
p53ts 39C kill	10%&-2%[9.22 µM]	17%	20%	-5%	4%	-2%	-3%	4%[9.22 µM]
IkB signaling	2.8%&0.8%[11.4 µM]	.	0.0%	?	-0.3%	.	0.9%	.
p53ts 32C kill	-19%&0%[9.22 µM]	3%	0%	-15%	2%	0%	-10%	13%[9.22 µM]
Peg3 imprint	11%&-13%[10.9 µM]	.	-8%[10.9 µM]	-9%[10.9 µM]	-3%	.	-6%	.

[17] O=C(OCC(=O)N1CCN(C(=O)c2ccco2)CC1)c1ccccc1OCc1ccc(Cl)cc1
[18] O=C(c1ccc(S(=O)(=O)N2CCCCC2)cc1)N1CCN=C1SCc1cccnc1
[19] O=C(CCSCCC(=O)NCc1cccs1)NCc1cccs1
[20] CCn1c(SC(=O)NC2CCCCC2)nnc1-c1cccs1
[21] CC(=O)CCc1c(C)c2cc(C)ccc2[nH]c1=O
[22] O=C(Nc1ccc(F)cc1F)N1CCN(c2ccc(Cl)c(Cl)c2)CC1
[23] Cc1ccc(C(=O)Nc2ccc3oc(-c4ccc(C(C)(C)C)cc4)nc3c2)cc1
[24] COc1ccccc1N1CCN(c2cc(C)nc3nncn23)CC1
assay / compound	17	18	19	20	21	22	23	24
p53ts 39C kill	-8%	0%	1%	-2%	3%	?	5%	14%
IkB signaling	?	-1.0%	1.1%	0.5%	-0.3%	?	-1.5%	2.4%
p53ts 32C kill	2%	1%	3%	3%	0%	?	4%	-1%
Peg3 imprint	-16%	-13%	-6%	-5%	-8%	-20%[10.9 µM]	-6%[10.9 µM]	-13%[10.9 µM]

[25] O=c1c2oc3ccccc3c2n(Cc2cccc(F)c2)c(=O)n1Cc1ccco1
[26] COc1ccc(NC(=O)c2sc3nc4c(cc3c2N)CCCCCC4)cc1OC
[27] Cc1cccc(N2CCN(C(=O)C3CCN(S(=O)(=O)c4cnc[nH]4)CC3)CC2)c1C
[28] CCOc1ccccc1CNC(=O)c1cnc2c(-c3ccc(OCC)c(OCC)c3)c(C)nn2c1C
[29] CCS(=O)(=O)N1CCN(Cc2ccccc2OC)CC1
[30] CC1CN(Cc2ccc(C#N)cc2Cl)CC(C)O1 (stereo unspecified)
[31] CCOC(=O)c1c(C)[nH]c(C=Nc2ccccc2)c1O
[32] COc1ccc(Cc2nnc(SCC(=O)c3ccc(OC)cc3)o2)cc1
assay / compound	25	26	27	28	29	30	31	32
p53ts 39C kill	-9%	-27%	-6%	-7%	-1%	-4%	5%	-3%
IkB signaling	2.1%	-0.1%	-0.1%	-1.2%	1.3%	-0.7%	3.2%	4.5%
p53ts 32C kill	5%	-17%	-4%	5%	7%	-1%	2%	-6%
Peg3 imprint	-5%[10.9 µM]	-20%[10.9 µM]	-6%	-10%[10.9 µM]	-12%	-7%	-6%	-8%

[33] CCc1nn2c(=O)cc(COC(=O)C3CCCCC3)nc2s1
[34] Cc1nnc(SC(C)C(=O)Nc2ccc(S(=O)(=O)N3CCCCCC3)cc2)s1 (stereo unspecified)
[35] CCCCN(C)C(=O)C1CCC(CNS(=O)(=O)c2ccc3c(c2)CC(C)N3C(C)=O)CC1 (stereo unspecified)
[36] O=C(NCC(c1cccnc1)N1CCc2ccccc21)c1cccc(F)c1 (stereo unspecified)
[37] CCOC(=O)c1cccc(NC(=O)CSc2ncc3c(n2)-c2ccc(Cl)cc2N(Cc2ccccc2)S3(=O)=O)c1
[38] CCN(Cc1ccncc1)C(=O)c1cccc(S(=O)(=O)N2CCOCC2)c1
[39] COc1ccc(N2CCC(CNS(=O)(=O)c3cccc(C(F)(F)F)c3)C2)cc1 (stereo unspecified)
[40] C=CCN1C(=O)CN=C1Nc1cccc(C)c1
assay / compound	33	34	35	36	37	38	39	40
p53ts 39C kill	-2%	-3%	-13%	-24%	0%	5%	-1%	-5%
IkB signaling	1.0%	2.5%	?	0.7%	1.7%	3.9%	0.2%	-2.0%
p53ts 32C kill	0%	1%	5%	-1%	8%	-2%	-14%	9%
Peg3 imprint	-8%[10.9 µM]	4%	-22%[10.9 µM]	-4%[10.9 µM]	2%[10.9 µM]	-6%	-27%	3%

[41] Cc1ccc(C(=O)Nc2sc3c(c2C(=O)NCc2ccco2)CCC(C(C)(C)C)C3)cc1 (stereo unspecified)
[42] CC1=C2C(CCS2(=O)=O)CC2(C1)C(=O)OC(C)(C)OC2=O (stereo unspecified)
[43] CCC(C(=O)Nc1cccc(Cl)c1C)n1nc(C)c2sc3ccccc3c2c1=O (stereo unspecified)
[44] COc1ccc(CNC(=O)c2cc3c(=O)n(Cc4ccco4)ccc3nc2C)c(OC)c1
[45] CCCCCOc1ccc(NC(=O)Cn2c(-c3cncs3)nc3ccccc32)cc1
[46] Cc1cc(Nc2ccc(Cl)cc2)n2nnnc2n1
[47] COc1nc(Nc2ccc(OC)c(Cl)c2)nc(OC)n1
[48] C[C@]12CCC(=O)C=C1CCC1C2C(=O)C[C@]2(C)C1CC[C@]2(O)C(=O)CO (stereo partly specified)
assay / compound	41	42	43	44	45	46	47	48
p53ts 39C kill	18%	-3%	-30%	-25%	?	-2%	10%	4%
IkB signaling	?	1.0%	5.9%	-1.3%	0.1%	0.0%	-3.9%	.
p53ts 32C kill	8%	-8%	-24%	9%	-30%	7%	10%	-3%
Peg3 imprint	-9%[10.9 µM]	-25%	-12%[10.9 µM]	-8%[10.9 µM]	-9%[10.9 µM]	-9%	7%	7%

[49] CC(=O)O[C@](C)(CCC=C(C)C)C1CC=C(C)CC1 (stereo partly specified)
[50] O=C(CSc1nc(-c2ccccc2)cs1)Nc1nccs1
[51] Cc1nc2c(c(C)c1CCC(=O)NCc1ccc(F)cc1)c(=O)n(C)c(=O)n2C
[52] COc1ccccc1N1CCN(C(=O)c2cc3c(-c4ccc(Cl)cc4)nn(C)c3s2)CC1
[53] CCN(C(=O)CN(C)S(=O)(=O)c1ccc2c(c1)c(=O)n(C)c(=O)n2C)c1ccc(OC)cc1
[54] Cc1ccc(OC(=O)CSc2nnc(-c3ccc4c(c3)OCO4)o2)c(C)c1
[55] CCOC(=O)c1cc(-c2ccccc2)n(CCC(=O)Nc2cc(C)cc(C)c2)c1C
[56] Cc1cnc(NC(=O)CSc2nnc(COc3c(C)cccc3C)o2)s1
assay / compound	49	50	51	52	53	54	55	56
p53ts 39C kill	7%	-8%	-17%	0%	-13%	-8%	15%	4%
IkB signaling	.	-1.5%	?	0.7%	0.5%	?	-1.3%	4.7%
p53ts 32C kill	-16%	-16%	1%	11%	-4%	2%	8%	-8%
Peg3 imprint	24%	-30%	-6%[10.9 µM]	-9%	16%[10.9 µM]	-14%[10.9 µM]	-11%[10.9 µM]	8%

[57] Cc1ccc(NC(=O)CN2c3ccccc3S(=O)(=O)c3ccccc32)cc1F
[58] Cc1ccc(C2CC(=O)Nc3c2c(C)nn3-c2nc(C)cc(C)n2)c(C)c1 (stereo unspecified)
[59] CS(=O)(=O)N1CCC2(CC1)CN(c1ccccn1)C2
[60] O=C(c1csnn1)N1CCC2(CCCN(c3ncccn3)C2)CC1
[61] O=C(c1ccc(F)cc1)N1CCC(c2nc3ccccc3o2)CC1
[62] O=C(Nc1ccc2c(c1)OCCO2)c1cccnc1
[63] CC(C)Oc1cccc(C(=O)Nc2ccc(CN3CCOCC3)cc2)c1
[64] COC(=O)C(O)(CC(=O)Nc1ccc(Cl)cc1F)C(F)(F)F (stereo unspecified)
assay / compound	57	58	59	60	61	62	63	64
p53ts 39C kill	-13%	-5%	-1%	3%	3%	-26%	-20%	6%
IkB signaling	?	-1.2%	0.7%[11.4 µM]	2.6%[11.4 µM]	?	-0.1%	?	-2.2%
p53ts 32C kill	8%	10%	6%	10%	2%	?	-16%	1%
Peg3 imprint	4%[10.9 µM]	-12%[10.9 µM]	.	.	-3%[10.9 µM]	-56%[inhibitor]	-3%	3%

Laid out differently: entries from further up.
nr | Structure | p53ts 39C kill | IkB signaling | p53ts 32C kill | Peg3 imprint
42 | CC1=C2C(CCS2(=O)=O)CC2(C1)C(=O)OC(C)(C)OC2=O (stereo unspecified) | -3% | 1.0% | -8% | -25%
48 | C[C@]12CCC(=O)C=C1CCC1C2C(=O)C[C@]2(C)C1CC[C@]2(O)C(=O)CO (stereo partly specified) | 4% | . | -3% | 7%

Rewritten with values under each structure: entries from further up
Below each compound – p53ts 39C kill, IkB signaling, p53ts 32C kill, Peg3 imprint
#53 CCN(C(=O)CN(C)S(=O)(=O)c1ccc2c(c1)c(=O)n(C)c(=O)n2C)c1ccc(OC)cc1
    -13%, 0.5%, -4%, 16%[10.9 µM]
#54 Cc1ccc(OC(=O)CSc2nnc(-c3ccc4c(c3)OCO4)o2)c(C)c1
    -8%, ?, 2%, -14%[10.9 µM]
#55 CCOC(=O)c1cc(-c2ccccc2)n(CCC(=O)Nc2cc(C)cc(C)c2)c1C
    15%, -1.3%, 8%, -11%[10.9 µM]
#56 Cc1cnc(NC(=O)CSc2nnc(COc3c(C)cccc3C)o2)s1
    4%, 4.7%, -8%, 8%
#57 Cc1ccc(NC(=O)CN2c3ccccc3S(=O)(=O)c3ccccc32)cc1F
    -13%, ?, 8%, 4%[10.9 µM]
#58 Cc1ccc(C2CC(=O)Nc3c2c(C)nn3-c2nc(C)cc(C)n2)c(C)c1 (stereo unspecified)
    -5%, -1.2%, 10%, -12%[10.9 µM]
#59 CS(=O)(=O)N1CCC2(CC1)CN(c1ccccn1)C2
    -1%, 0.7%[11.4 µM], 6%, .
#60 O=C(c1csnn1)N1CCC2(CCCN(c3ncccn3)C2)CC1
    3%, 2.6%[11.4 µM], 10%, .
#61 O=C(c1ccc(F)cc1)N1CCC(c2nc3ccccc3o2)CC1
    3%, ?, 2%, -3%[10.9 µM]
#62 O=C(Nc1ccc2c(c1)OCCO2)c1cccnc1
    -26%, -0.1%, ?, -56%[inhibitor]
#63 CC(C)Oc1cccc(C(=O)Nc2ccc(CN3CCOCC3)cc2)c1
    -20%, ?, -16%, -3%
